Bioassay records (PubChem BioAssay)
GAA glycogen mod: alters human alpha-glucosidase cleavage of glycogen | P10253 | recombinant GAA, glycogen substrate, Amplex Red glucose oxidase fluorescence | Potency, µM (top dose mostly 76.4 µM), inactives show at the highest dose activity change, negative = inhibition, hits mostly inhibitors | actives 0.38% (n = 300,000) | AID 2100; active = well fitted inhibition curve with a large enough effect; inconclusive = small, poorly fitted or top-dose-only effect, or another doubt; inactive = no such curve, though single readings can be large or run the other way;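 note: 0% = full enzyme reaction and -100% = no-enzyme basal signal; the screen sought inhibitors and activators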
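Recombinant human alpha-glucosidase (4 nM final) hydrolysed bovine liver glycogen (30 ug) for 40 min at 37 C in pH 5.0 citrate/phosphate with 0.01% Tween-20. Released glucose detected by glucose oxidase/Amplex Red, Ex 573/Em 610 nm. Compounds up to 77 uM; AC50 from Hill fits.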
An asterisk follows results filed as active; ? = inconclusive; [ ] = dose if it differs, or a comment. Potency is the fitted concentration of half-maximal effect. The list is partial; the hit share may differ from the screen's.

GAA glycogen mod	Structure
-2%	CCN(CC(=O)Nc1c(F)cccc1F)C(=O)c1ccc(C#N)cc1
11%[76.3 µM]	Cc1ccn(CC(=O)N2CCCC(N3CCN(c4ccccc4F)CC3)C2)n1 (stereo not given)
0%[76.3 µM]	Cc1cccc(C(=O)NCCCNC(=O)c2cccnc2)c1
-9%[76.3 µM]	CC(=O)c1ccc(N=C2C(=O)Nc3ccccc32)cc1
9%[76.3 µM]	Cc1nc2nc(SCC(=O)N(C)Cc3ccccc3)nn2c(C)c1Cc1ccccc1Cl
14%[76.3 µM]	COc1ccc(NC(=O)CSc2nncn3c2cc2occc23)c(OC)c1
-3%[76.3 µM]	O=C(NCCc1cccnc1)C1CCC(=O)N(Cc2ccc(Cl)cc2)C1 (stereo not given)
-2%[76.3 µM]	O=C(NCC1CCN(Cc2cccc(Cl)c2)CC1)C1CCCN(c2ncnc3c2nc2n3CCCCC2)C1 (stereo not given)
4%	COc1ccc(C2C(C(=O)c3ccco3)=C(O)C(=O)N2CC2CCCO2)cc1OC (stereo not given)
17%[76.3 µM]	Cc1oc(-c2ccccc2Cl)nc1CS(=O)(=O)CC(=O)NCCN1CCOCC1
0%	CCCNC(=O)c1cc(Cl)c(NC(=O)C2=C(C)OCCS2)cc1OC
1%	Cc1ccc(-c2cn(-c3ccccc3)c(=S)[nH]2)cc1C

(continued)
GAA glycogen mod	Structure
-12%[76.3 µM]	CCCNc1c(NS(=O)(=O)c2ccc(C)c(C)c2)c(=O)oc2ccccc12
-20%[76.3 µM]	COc1ccc(-c2cc(C(=O)Nc3cc(C)on3)c3ccccc3n2)c(OC)c1
?	CSc1nsc(NC(=O)CCNC(=O)c2ccc([N+](=O)[O-])cc2)n1
7%[76.3 µM]	CC1=C(C(=O)Nc2ccccc2)C(c2ccc(Br)cc2)n2nc(CCCO)nc2N1 (stereo not given)
16%[76.3 µM]	O=Cc1ccc(O)cc1O
5%	Cc1ccc(CN(Cc2ccccn2)C(=O)Nc2c(F)cccc2F)cc1
0%[76.3 µM]	CN1CCN(c2ccccc2NC(=O)COc2ccc(Cl)cc2)CC1
?	C/C(=N\NC(=O)c1nnn(-c2nonc2N)c1CN1CCCCCC1)c1ccc(Br)cc1
-3%[76.3 µM]	Cc1cc(C)cc(OCC(=O)N(Cc2ccc(Cl)cc2)C2CCS(=O)(=O)C2)c1 (stereo not given)
0%[76.3 µM]	Cc1cc(C)cc(Nc2cc(C(=O)NC3CCCCC3)c3ccccc3n2)c1
-16%	COc1ccc(NC(=S)N(CCCOC(C)C)C2CCN(C(C)=O)CC2)cc1Cl
13%[76.3 µM]	O=C1CCN(CCc2ccccc2)CCN1[C@H](CSc1ccccc1)Cc1ccccc1

Filtered by structure: those above containing an aryl thioether with sulfur outside any ring.
GAA glycogen mod	Structure
9%[76.3 µM]	Cc1nc2nc(SCC(=O)N(C)Cc3ccccc3)nn2c(C)c1Cc1ccccc1Cl
14%[76.3 µM]	COc1ccc(NC(=O)CSc2nncn3c2cc2occc23)c(OC)c1
?	CSc1nsc(NC(=O)CCNC(=O)c2ccc([N+](=O)[O-])cc2)n1
13%[76.3 µM]	O=C1CCN(CCc2ccccc2)CCN1[C@H](CSc1ccccc1)Cc1ccccc1

Continuation.
GAA glycogen mod	Structure
1%	Cc1ccc(C(C)(O)CS(=O)(=O)Cc2ccccc2Cl)cc1 (stereo not given)
5%[76.3 µM]	CCOC(=O)N1CCc2c(sc3c2c(=O)n(CCc2ccccc2)c(=O)n3Cc2cc(C)ccc2C)C1
12%[76.3 µM]	CCCCOC(=O)c1ccc(NC(=O)CC2NCCNC2=O)cc1 (stereo not given)
10%[76.3 µM]	Cn1c(=O)n(C)c2cc(N3CCOCC3)c(NC(=O)c3ccc(F)cc3)cc21
6%	CCCN(CCC)CCCNC(=O)c1cn(-c2ccc(OC)cc2)c(=O)c2ccccc12
1%	Cc1ccc(S(=O)(=O)NCC2CCC(C(=O)N3CCOCC3)CC2)cc1 (stereo not given)
-19%[76.3 µM]	Cn1c2ccccc2c(=O)c2ccc(C#CC3(N)CCCCC3)cc21
-19%[76.3 µM]	Cc1ccc(Nc2nc(N)nc(N)c2S(=O)(=O)c2ccccc2)cc1
8%[76.3 µM]	CCCCn1c(=O)c2oc3ccccc3c2n(CC(=O)Nc2cc(C)ccc2C)c1=O
4%[76.3 µM]	CCCn1c(=O)c(C(=O)NCCc2ccc(OC)c(OC)c2)c(O)c2ccccc21
-4%	O=C1NC(=O)N(Cc2ccccc2)C1=O
5%[76.3 µM]	O=c1c2cnn(-c3ccc(F)cc3)c2ncn1Cc1cccc(Cl)c1

A run of entries of the results above:
GAA glycogen mod	Structure
1%	Cc1ccc(C(C)(O)CS(=O)(=O)Cc2ccccc2Cl)cc1 (stereo not given)
5%[76.3 µM]	CCOC(=O)N1CCc2c(sc3c2c(=O)n(CCc2ccccc2)c(=O)n3Cc2cc(C)ccc2C)C1

Continued.
GAA glycogen mod	Structure
13%[76.3 µM]	CCOc1ccc(NC(=O)CSc2cn(CCNC(=O)c3ccccc3F)c3ccccc23)cc1
-3%[76.3 µM]	Cc1cc(C)n2nc(C(=O)N3CCCC(Nc4ccc(F)c(F)c4)C3)cc2n1 (stereo not given)
-22%[76.3 µM]	O=C(NCc1cccc(Cl)c1)c1cc2c(s1)-c1ccccc1OC2
0%[76.3 µM]	CCc1ccc(CNC(=O)CCn2nc(C)c3c(C)n(-c4ccccc4)nc3c2=O)cc1
2%	O=C(c1ccccc1)N1CCN(C(=O)c2nn3c(C(F)(F)F)cc(-c4ccco4)nc3c2Br)CC1
5%[76.3 µM]	Cc1cc(NC(=O)CN(C)S(=O)(=O)c2cnc[nH]2)ccc1Br
14%[76.3 µM]	O=C(c1ccccc1)N1CCCCC1CCN1CCCCC1 (stereo not given)
-1%	CC1=C(C(=O)Nc2cc(C(=O)NCCCOC(C)C)ccc2C)SCCO1
-1%	CCc1nnc(NC(=O)C2CCCN2C(=O)Nc2ccc(C)cc2)s1 (stereo not given)
2%	Cc1ccccc1CN(C)C(C)C(=O)NCc1ccccc1 (stereo not given)
-12%[76.3 µM]	Cc1noc(/C=C/N(C)C)c1S(=O)(=O)N1CCN(c2ccc(F)cc2)CC1
1%[76.3 µM]	O=C(COc1ccc2c3c(c(=O)oc2c1)CCC3)NCC(O)c1ccccc1 (stereo not given)

Carrying on:
GAA glycogen mod	Structure
-2%[76.3 µM]	Cc1cccc(NC(=O)C2CCCN(S(=O)(=O)c3cccc4nonc34)C2)c1C (stereo not given)
15%[76.3 µM]	COc1cccc(N2CCN(S(=O)(=O)c3c(C)[nH]c(C)c3C(=O)N3CCCCC3)CC2)c1
-9%[76.3 µM]	CC(=O)c1cccc(N(CC(=O)Nc2ccc(S(=O)(=O)N3CCCC3)cc2)S(C)(=O)=O)c1
19%[76.3 µM]	COc1cccc(C(=O)Nc2ccncc2)c1OC
-1%[76.3 µM]	COc1ccc(/C(C)=N\NC(=O)c2ccc(-c3ccccc3)cc2)c(F)c1
-26%[76.3 µM]	Cc1cccc(C)c1NC(=O)c1csc2c1CCCC2
-10%[76.3 µM]	Cn1c(SCC(=O)Nc2ccc(C(N)=O)cc2)nnc1-c1cccs1
-19%	Cc1csc(NC(=O)CCC(=O)N(CC(=O)NC2CCCC2)c2ccccc2)n1
1%[76.3 µM]	O=C(Nc1cccc2ccccc12)NC1CCCCC1
17%[76.3 µM]	CCC1CCCCN1CCCNC(=O)c1ccc2c(c1)N(Cc1cccc(C)c1)C(=O)c1ccccc1S2(=O)=O (stereo not given)
4%	Oc1ccc(Br)cc1C1Nc2ccccc2S1 (stereo not given)
3%	CCn1c2ccccc2c2n[nH]c(=S)nc21

New compounds follow
GAA glycogen mod	Structure
-3%[76.3 µM]	O=C(Nc1cccc(Cl)c1N1CCOCC1)c1ccco1
-3%[76.3 µM]	CSc1ccccc1NC(=O)CCS(=O)(=O)c1nc(-c2ccc3c(c2)OCO3)cc(C(F)(F)F)n1
11%[76.3 µM]	Cc1ccc(CCNC(=O)CCS(=O)(=O)c2ccc3nc(C)sc3c2)cc1
4%	OCCn1ccc(-c2ccccc2OCc2ccc(F)cc2)n1
3%	COc1cccc(NC(=O)CCNS(=O)(=O)c2cccc3nonc23)c1
-1%	COC(=O)c1sccc1NC(=O)c1ccccc1F
-2%[76.3 µM]	COc1ccc(Cl)cc1NC(=O)CCN1C(=O)c2ccccc2Sc2ncccc21
3%[15.3 µM]	O=C1CCCC2=C1C1O[C@](CCCCN3C(=O)c4ccccc4C3=O)(Cc3c1ccc1ccccc31)O2
7%[76.3 µM]	O=C(Cn1ncc2c3ccccc3n(Cc3ccccc3F)c2c1=O)NC1CCCCCC1
-7%[76.3 µM]	Cc1cccc(N2CCN(C(=O)c3cn(C4CCCCC4)c(=O)c4c3c3ccccc3n4C)CC2)c1C
2%	S=c1[nH]nc(COc2ccccc2)n1/N=C/c1ccccc1Cl
-5%[76.3 µM]	N#Cc1ccc(COC(=O)c2cnc(Cl)c(Cl)c2)cc1

The list goes on:
GAA glycogen mod	Structure
18%[76.3 µM]	Cc1ccc(Cl)cc1NC(=O)C(C)n1nnc2sc3c(c2c1=O)CCCC3 (stereo not given)
1%[76.3 µM]	CCc1nnc(SCC(=O)Nc2ccccc2)n1CC1CCCO1 (stereo not given)
1%[76.3 µM]	CCCCS(=O)(=O)N1CCN(S(=O)(=O)c2cccs2)CC1
3%[76.3 µM]	CN(CC(=O)NCc1ccncc1)S(=O)(=O)c1ccc(Br)cc1
13%[76.3 µM]	O=C(CN1C(=O)COc2ccc(S(=O)(=O)N3CCCCCC3)cc21)NCCc1ccccc1
-3%[76.3 µM]	CN1C(=O)C2(OCCCO2)c2ccccc21
-2%[76.3 µM]	CC(C)c1ccc2occ(CC(=O)N(Cc3ccc(F)cc3)C3CCS(=O)(=O)C3)c2c1 (stereo not given)
-2%	COc1ccc(C(=O)OCC(=O)Nc2cccc(C(C)=O)c2)cc1OC
-6%[76.3 µM]	Cc1cccc(N2CCN(S(=O)(=O)c3ccc4[nH]c(=O)ccc4c3)CC2)c1C
-2%	CCOC(=O)/C(C#N)=C/c1c(N2CCCCCC2)nc2ccccn2c1=O
8%[76.3 µM]	O=C(CCCC(=O)NC1CCCCC1)Nc1ccc([N+](=O)[O-])cc1
-2%	COc1ccc(-c2cc(C(=O)NCC3CCCO3)c3ccccc3n2)c(OC)c1 (stereo not given)

The list continues:
GAA glycogen mod	Structure
-2%[76.3 µM]	CCC(=O)Nc1ccccc1-c1nc2ccccc2n(CC(=O)c2ccc(Cl)cc2)c1=O
3%	CCOC(=O)c1nc(Nc2cc(Cl)ccc2OC)c2ccccc2n1
9%[76.3 µM]	COc1cccc(CC(NC(C)=O)C(=O)NC2CCN(C(=O)c3ccncc3)CC2)c1OC (stereo not given)
-16%[76.3 µM]	CCOC(=O)c1ccc(NC(=O)CN2CCN(C(=O)c3ccco3)CC2)cc1
-4%[76.3 µM]	CCOC(=O)c1c(C)[nH]c(C)c1S(=O)(=O)NCCCc1ccco1
16%[76.3 µM]	CCc1nonc1NC(=O)c1oc2ccc(C)cc2c1C
-7%[76.3 µM]	Cc1ccc(C)c(N2CCN(CCCc3ccccc3)CC2)c1
-3%[76.3 µM]	N#Cc1cccc(C(=O)OCC(=O)NCc2ccco2)c1
3%[76.3 µM]	COc1cc(C(=O)NCc2cc3cc(Cl)ccc3n2C)cc(OC)c1OC
-1%[76.3 µM]	O=C(Cn1c(=O)oc2ccccc21)Nc1cccc(Cl)c1
-9%[76.3 µM]	COc1ccc2[nH]c3c(c2c1)CCN(C(=O)CCC1CCCC1)C3c1ccc(F)cc1 (stereo not given)
8%	CC1CCCC(C)N1C(=O)CSc1nc(N)cc(N)n1 (stereo not given)

Arranged by SMILES length (smallest number first): part of the list above.
GAA glycogen mod	Structure
8%	CC1CCCC(C)N1C(=O)CSc1nc(N)cc(N)n1 (stereo not given)
-4%[76.3 µM]	CCOC(=O)c1c(C)[nH]c(C)c1S(=O)(=O)NCCCc1ccco1
-9%[76.3 µM]	COc1ccc2[nH]c3c(c2c1)CCN(C(=O)CCC1CCCC1)C3c1ccc(F)cc1 (stereo not given)

Carrying on.
GAA glycogen mod	Structure
4%[76.3 µM]	CCOc1cc(C(=S)N2CCOCC2)ccc1OS(=O)(=O)c1ccc(Br)cc1
-4%[76.3 µM]	Cc1ccc(NC(=O)CCc2c(C)nc3c(-c4ccccc4)c(C)nn3c2C)c(C)c1
-25%[76.3 µM]	O=C(CN1C(=O)NC2(CCCC2)C1=O)Nc1ccccc1N1CCCC1
-2%	CCc1ccc(Oc2coc3cc(O)ccc3c2=O)cc1
10%[76.3 µM]	CC(C)c1ccc(S(=O)(=O)c2nnn3c2nc(N2CCCCC2)c2sccc23)cc1
-5%[76.3 µM]	CCOC(=O)C1CCN(C(=O)C2CCC(=O)N(Cc3cccc(C(F)(F)F)c3)C2)CC1 (stereo not given)
3%[76.3 µM]	O=C(N=C1SC2CS(=O)(=O)CC2N1c1ccccc1C(F)(F)F)C1CCCO1 (stereo not given)
13%[76.3 µM]	O=C(Cc1ccccc1[N+](=O)[O-])NCCc1ccc(F)cc1
5%[76.3 µM]	COCCNC(=O)C(c1ccc(Cl)cc1)N(Cc1ccco1)C(=O)CCC(=O)Nc1ccccn1 (stereo not given)
11%[76.3 µM]	CC(=O)Nc1ccc([N+](=O)[O-])c(CS(=O)(=O)c2ccc(C)cc2)c1[N+](=O)[O-]
5%	Cc1ccc(C2(C)NC(=O)N(CC(=O)NCc3cccc(Cl)c3)C2=O)cc1 (stereo not given)
